Hsp70 inhibitors – Hsp70 inhibitors, probe displacement, primary screen, biochemical, fluorescence polarization (AID 583); Heat shock 70 kDa protein 1A (Homo sapiens); Hsp70 fluorescence polarization probe displacement, mP; higher % means a stronger effect; one-dose displacement, % at 20 µM; IC50 in µM for titrated hits; actives 0.06% (n = 140,000); in the data active = displacement above about 50%;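 also: plate controls were vehicle for no effect and reference ligand for full effect; a part of the inactive calls stands beside numbers as strong as those of hits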
Rat MKP-3 inhibitors – MKP-3 phosphatase inhibitors, primary screen, biochemical, rat enzyme, in vitro (AID 425). Dual specificity protein phosphatase 6 (Rattus norvegicus). actives 0.17% (n = 110,000). recombinant MKP-3 phosphatase activity, fluorescence; higher % means a stronger effect. inhibition, % at 20 µM; hits with a dose series show IC50 in µM; in the data active = inhibition above about 50%;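 also: plate controls were vehicle for no effect and reference inhibitor for full effect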
An asterisk follows results filed as active; . = not tested or not shown; & = joins results of further samples.

nr	SMILES	Hsp70 inhibitors	Rat MKP-3 inhibitors
1	C=CCn1c(Cc2ccccc2)nnc1SCC(O)Cn1c2ccccc2c2ccccc21 (centres undefined)	-1.6%	7%
2	CCOc1ccc(NC(=O)C/C(N)=N/O)cc1	2.0%	-10%
3	Cc1cccc(NC(=O)c2c(NC(=O)C(C)(C)C)sc3c2CCCC3)c1	-0.9%	1%
4	COc1ccc(Br)cc1CNC(Cc1ccccc1)c1ccccc1 (centres undefined)	2.5%	0%
5	O=[N+]([O-])c1cc(F)c(N2CCOCC2)cc1N1CCCCC1	-5.6%	3%
6	C=CCn1c(SCC(N)=O)nnc1-c1cc(Br)ccc1O	-2.9%	-3%
7	Cc1nc2ccc(Cl)cn2c1C(=O)NN=C1CCCCC1	0.6%	1%
8	C=COCCNC(=O)C(=O)Nc1ccc(C)cc1C	2.5%	1%
9	COc1cc(-n2cnnn2)ccc1S(=O)(=O)N1CCOCC1	0.0%	-7%
10	Cc1cn(S(=O)(=O)c2ccc(Br)c3ccccc23)cn1	.	-6%
11	COc1ccccc1-c1noc(CCC(=O)Nc2ccccc2Cl)n1	4.8%	-11%
12	O=C(CC1SCCNC1=O)Nc1cc(Cl)cc(Cl)c1 (centres undefined)	4.9%	-6%

The final five compounds of the section before lead into the next.
nr	SMILES	Hsp70 inhibitors	Rat MKP-3 inhibitors
8	C=COCCNC(=O)C(=O)Nc1ccc(C)cc1C	2.5%	1%
9	COc1cc(-n2cnnn2)ccc1S(=O)(=O)N1CCOCC1	0.0%	-7%
10	Cc1cn(S(=O)(=O)c2ccc(Br)c3ccccc23)cn1	.	-6%
11	COc1ccccc1-c1noc(CCC(=O)Nc2ccccc2Cl)n1	4.8%	-11%
12	O=C(CC1SCCNC1=O)Nc1cc(Cl)cc(Cl)c1 (centres undefined)	4.9%	-6%
13	c1ccc2nc(NCc3ccncc3)ccc2c1	1.6%	2%
14	COc1cc(Br)c(CCNC(=O)c2ccc(Cl)cc2)cc1OC	-0.2%	1%
15	Cc1ccc([N+](=O)[O-])cc1NC(=O)C(C)Oc1ccccc1 (centres undefined)	-3.3%	1%
16	Cc1onc(-c2ccccc2)c1C(=O)NCCCN1CCN(CCCNC(=O)c2c(-c3ccccc3)noc2C)CC1	-7.0%	2%
17	COc1cc2cnncc2cc1OC	-1.5%	.
18	Cn1c(CSc2ccccc2)c(C#N)c2ccccc21	5.9%	-3%
19	CCC(=O)c1cc2c(C)cc(=O)oc2c(C)c1O	5.2%	-9%
20	CCN(CC)S(=O)(=O)c1cc(C(=O)Nc2ccc(Cl)cn2)ccc1C	-2.5%	3%
21	COc1ccccc1OCC(=O)NCC1CCCCC1	2.6%	-8%
22	Cc1nnc(Nc2ccc(C(=O)NCCO)cc2)c2ccccc12	0.3%	-4%
23	CCCOc1ccc(-c2nnc(N)s2)cc1	-2.3%	-3%
24	CC(C)OC(=O)c1c(-c2ccc(Cl)cc2Cl)csc1NC(=O)C1C2CCC(C2)C1C(=O)O (centres undefined)	1.5%	2%

Structural class, the entries above containing a thiophene ring, fused or not.
nr	SMILES	Hsp70 inhibitors	Rat MKP-3 inhibitors
3	Cc1cccc(NC(=O)c2c(NC(=O)C(C)(C)C)sc3c2CCCC3)c1	-0.9%	1%
24	CC(C)OC(=O)c1c(-c2ccc(Cl)cc2Cl)csc1NC(=O)C1C2CCC(C2)C1C(=O)O (centres undefined)	1.5%	2%

(more compounds)
nr	SMILES	Hsp70 inhibitors	Rat MKP-3 inhibitors
25	CCCCC(C(=O)OCC(=O)c1ccc(OC)cc1)N1C(=O)c2ccccc2C1=O (centres undefined)	-2.6%	.
26	CN1CCN(C2CC(=O)N(c3ccc4c(c3)OCCO4)C2=O)CC1 (centres undefined)	-0.1%	.
27	COc1ccc(N(CC(=O)Nc2ccc3c(c2)OCO3)S(C)(=O)=O)c(OC)c1	-4.5%	-6%
28	CCS(=O)(=O)c1ccc(O)c(NC(=O)Nc2ccccc2)c1	1.3%	-2%
29	CCn1c(SCC(=O)NC(C)(C)C)nnc1-c1ccccn1	-4.0%	.
30	CN1c2ccccc2C(C)(C)C12C=Nc1c(ccc3ccccc13)O2 (centres undefined)	-12%	.
31	CCC(C)(NC(=O)c1ccccn1)C(=O)NC1CCCCC1 (centres undefined)	1.0%	-4%
32	CC(C)OC(=O)c1cn(-c2ccccc2)nc1-c1ccco1	-11%	-4%
33	O=C(O)C1C2C=CC(O2)C1C(=O)Nc1ccc(S(=O)(=O)N2CCc3ccccc32)cc1 (centres undefined)	11%	-4%
34	CN(C)c1cc[nH]c(=O)c1C#N	-0.8%	.
35	CCOc1c(C(N)=O)c(-c2ccccc2)c2c(=O)[nH]c3ccccc3n12	-2.4%	3%
36	COCC(C)(C)NS(=O)(=O)c1ccccc1	2.9%	0%
37	COC(=O)C1=C(NC(=O)c2cccc(C)c2)CCS1	.	9%
38	COc1ccc(OCCOC(=O)c2cccs2)cc1	0.2%	1%
39	O=C1CC(c2ccccc2)CN1C(=O)C12CC3CC(CC(C3)C1)C2 (centres undefined)	-1.5%	2%
40	Fc1ccc(CN2CCCCCCC2)c(F)c1	4.7%	-4%
41	COc1cc(/C=C2\SC(=S)N(C)C2=O)ccc1OC(=O)c1cccc(C)c1	-2.9%	4%
42	CC1=C(C(=O)Nc2ccccc2C)C(c2ccccc2Br)NC(=O)N1 (centres undefined)	-6.6%	3%
43	COc1cccc(C(=O)Nc2ccc(NC(=O)c3ccco3)nc2)c1	1.2%	-6%
44	Cc1n[nH]c(C)c1S(=O)(=O)N1CCCC(C(=O)NCc2cccs2)C1 (centres undefined)	7.2%	-3%
45	COc1cc(/C=C2\SC(=NCc3ccccc3)N(Cc3ccccc3)C2=O)cc(Br)c1O	-9.1%	10%
46	Cc1nn(Cc2ccc(Cl)cc2Cl)c(Cl)c1/C=C/C(=O)OCC(=O)NCC(F)(F)F	-0.4%	.
47	Cc1onc(-c2c(F)cccc2Cl)c1C(=O)OCC(=O)NCc1ccco1	0.3%	-2%
48	COC(=O)c1c(NC(=O)CC2NCCNC2=O)sc2c1CCCC2 (centres undefined)	1.9%	-14%
49	CCOc1ccc(-c2nc3sc4c(c3c(=O)[nH]2)CCCC4)c2ccccc12	-4.4%	4%
50	CN(C)c1ccc(-c2nc3n(n2)C(c2cccnc2)C2=C(CC(C)(C)CC2=O)N3)cc1 (centres undefined)	2.5%	1%
51	COc1ccc(OC)c(S(=O)(=O)NCC2CCCO2)c1 (centres undefined)	-0.5%&-1.8%	-6%&5%
52	O=C1NN(c2ccc(Cl)cc2)C(=O)/C1=C\c1ccc(F)cc1	-2.0%	5%
53	COC(=O)C1C(O)=C(C=NCc2ccccc2)C(=O)CC1(C)C (centres undefined)	-1.2%&-0.5%	-3%
54	CCN(CC)S(=O)(=O)c1cccc(-c2nnc(SCC(=O)c3ccc(Cl)s3)n2C)c1	0.2%	-17%
55	COc1cc(C(=O)Nc2cc(Cl)cc(Cl)c2)cc(OC)c1OC	-1.0%	3%
56	CCP(=O)(CC)c1cccc(N)c1	3.9%	-10%
57	CCN(CC)C(=O)c1sc(NC(=O)c2ccc(OC)cc2OC)c(C(=O)OC(C)C)c1C	4.2%	5%
58	O=C(CSc1nnc(Cc2ccccc2)o1)N1CCc2ccccc21	-2.8%	1%
59	CC(=O)Nc1ccc(S(=O)(=O)Nc2cccc(-c3nc4ccccc4[nH]3)c2)cc1	-5.5%	2%
60	O=C(CSc1nnc(-c2ccccn2)n1Cc1ccco1)c1ccc(Cl)cc1	-2.5%	-4%
61	O=C(O)CCC(=O)N1CCN(c2ccc(C(=O)c3ccc(F)cc3)cc2)CC1	1.7%	-1%
62	CC(C)CC(=O)Nc1cccc(C(=O)Nc2ccccc2C(=O)O)c1	-0.2%	.
63	COCCCNC(=O)c1cn(C)c(=O)c2cc(OC)c(OC)cc12	-2.4%	-6%
64	CC(C)NC(=O)c1cnn2c1NC(c1cccs1)CC2C(F)(F)F (centres undefined)	4.5%	.
65	CCOc1cccc(C(=O)NC2CCCCC2)c1	3.7%	-12%
66	O=C(O)CN1C(c2ccccc2O)Nc2ccc(Br)cc2C1c1ccccc1 (centres undefined)	4.8%	0%
67	CC1CCCCC1NC1=NCCS1 (centres undefined)	-2.3%	.
68	CCOCCCNC(=O)C1CCCN(S(=O)(=O)CC)C1 (centres undefined)	0.2%	-7%
69	N/C(=N\c1nc2ccccc2o1)NC(=O)c1ccccc1NC(=O)c1ccccc1	-6.4%	5%
70	CC(/C=C/c1ccc(Br)cc1)=C\C(=O)O	1.3%	1%
71	C=CCN1C(=O)/C(=C\c2ccc(C(=O)OC)cc2)SC1=S	3.2%	1%
72	CC(C)Sc1nc(-c2cccs2)nc2c1c(=O)n(C)c(=O)n2C	0.9%	2%
73	CC(=O)Nc1ccc(S(=O)(=O)NC2=C(N3CCN(Cc4ccccc4)CC3)C(=O)c3ccccc3C2=O)cc1	5.7%	.
74	COc1ccc2[nH]c(=O)c(CN(Cc3nnnn3CCc3ccccc3)CC3CCCO3)cc2c1 (centres undefined)	-4.0%	-1%
75	COc1cc(/C=C2\C(=O)NC(=S)N(c3ccccc3)C2=O)c([N+](=O)[O-])cc1OC	-4.1%	6%
76	CCOC(=O)c1cc2occc2n1CC(=O)N1CCCc2ccccc21	3.7%	2%
77	CCN(CC)S(=O)(=O)c1ccc2oc(C(=O)O)c(C)c2c1	-1.4%	-2%
78	CC1(C)Cc2ccccc2-c2nc(NCCO)n(-c3ccccc3)c(=O)c21	14%	-14%
79	CCCCn1c(Cc2ccccc2)n[nH]c1=S	-2.1%	-6%
80	CCC1CCCCN1Cc1nc2c(c(=O)n(C)c(=O)n2C)n1CC(C)C (centres undefined)	3.4%	-10%
81	CCOC(=O)C1CCN(C(=O)CN(c2ccc3c(c2)OCO3)S(C)(=O)=O)CC1	7.7%	-11%
82	CC(=O)c1ccc(NC(=O)Oc2ccccc2)cc1	5.0%	.
83	COc1ccc(C(CNC(=O)c2ccc(OCC3CCCO3)cc2)N2CCOCC2)cc1 (centres undefined)	-0.5%	-8%
84	CCOc1ccccc1NC(=O)N1CCC(C(=O)c2ccc(F)cc2)CC1	1.2%	.

Other structures
nr	SMILES	Hsp70 inhibitors	Rat MKP-3 inhibitors
85	Cc1cc(-c2ccc(/C=c3\sc4nc5ccccc5n4c3=O)o2)c(C)c([N+](=O)[O-])c1	-11%	2%
86	COC(=O)c1sc2ccc(C)cc2c1C(=O)OC	-7.2%	.
87	O=C1COc2ccc(-c3csc(=Nc4ccc(OC(F)F)cc4)n3CC3CCCO3)cc2N1 (centres undefined)	1.2%	.
88	O=[N+]([O-])c1ccc(C(O)CN2CCN(C/C=C/c3ccccc3)CC2)cc1 (centres undefined)	-4.9%	4%
89	CCn1c(CNC(=O)c2ccc(OC)c(OC)c2)nnc1SCC(=O)Nc1ccccc1	2.7%	.
90	CC(C)COc1ccc(C(=O)NC(C)C2COc3ccccc3O2)cc1 (centres undefined)	-4.7%	0%
91	O=C(c1ccccc1NS(=O)(=O)c1ccc2c(c1)OCCO2)N1CCOCC1	7.1%	.
92	COc1ccc(C(=O)Nc2nc(C)cs2)cc1	1.1%	3%
93	COc1cccc(C(=O)CSc2nnc(CNc3nc(-c4ccccc4)cs3)n2C)c1	-4.1%	-6%
94	CCN(CC)c1ccc(NC(=O)c2c(OC)cccc2OC)c(C)c1	-1.1%	-8%
95	O=C(O)/C=C/C(=O)NNc1ccccc1[N+](=O)[O-]	-0.3%	4%
96	Fc1ccccc1-n1nnnc1SCc1cc2c(cc1Cl)OCO2	2.1%	4%
97	COc1ccc2oc(-c3cccc(Br)c3)cc(=O)c2c1	1.9%	2%
98	O=C(CC1Sc2ccccc2NC1=O)Nc1cccc(Cl)c1 (centres undefined)	3.1%	3%
99	CN1CCN(C(=O)c2cnn(-c3ccccc3)c2NC(=O)c2ccccc2F)CC1	4.2%	-1%
100	COc1ccccc1N1CCN(S(=O)(=O)c2cnc[nH]2)CC1	2.9%	-6%
101	Nc1nnc(SCC(=O)c2ccco2)s1	0.4%	.
102	COc1ccc(OCCC(=O)N2CCCCC2)cc1	1.7%	-12%
103	COc1ccc(-c2cc(C(F)(F)F)n3ncc(C(=O)O)c3n2)cc1OC	-7.4%	-7%
104	Cc1ccc(-c2nc3ncccc3o2)cc1NC(=O)/C=C/c1ccco1	0.8%	6%
105	Cc1ccc2c(c1)CN1CN2Cc2cc(C)ccc21	8.4%	-1%
106	Cc1cc(Cl)c(OCCN2CCCCC2)c(Cl)c1	4.7%	-2%
107	CC(=O)N1N=C(c2ccncc2)OC12CCCCCC2	0.9%	.
108	CCCCN(CCCC)S(=O)(=O)c1ccc(NC(=O)c2cccs2)cc1	0.1%	.
109	CCOc1ccc2nc(NCCNC(=O)C(C)C)c(C)cc2c1	6.8%	-10%
110	COc1cccc(OCCCCOc2ncnc3ccccc23)c1	-2.3%	3%
111	O=C(c1cc2cc([N+](=O)[O-])ccc2oc1=O)N1CCN(c2ncccn2)CC1	-5.0%	.
112	COCCn1c(SCc2ccc(C(=O)OC)o2)nc2ccccc2c1=O	-7.6%	-15%
113	Cc1cccc2c1N(CC(=O)OC(C)C)C(=O)C2=O	4.7%	-4%
114	COc1ccc(NC(=O)COc2cccc3ccccc23)c(OC)c1	6.4%	1%
115	Cc1ccccc1-n1nc2c(c1NC(=O)c1cc3ccccc3oc1=O)CS(=O)(=O)C2	-5.4%	2%

High-throughput results from PubChem.

Not all compounds are listed; rates above refer to the full screens.
